GPR151 ag: activators of human GPR151, primary screen, cell-based, PathHunter beta-arrestin, luminescence; hit rate 1% among 650,000; PathHunter beta-arrestin GPR151 cells; activation, % at 11.2 µM; G-protein coupled receptor 151 (Homo sapiens), Q8TDV0; AID 1508602, 2020; in the data active = activation above about 4.9%;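 note: 0% = median of compound wells and 100% = cells with positive control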
Target sequence (Q8TDV0 whole entry, looked up): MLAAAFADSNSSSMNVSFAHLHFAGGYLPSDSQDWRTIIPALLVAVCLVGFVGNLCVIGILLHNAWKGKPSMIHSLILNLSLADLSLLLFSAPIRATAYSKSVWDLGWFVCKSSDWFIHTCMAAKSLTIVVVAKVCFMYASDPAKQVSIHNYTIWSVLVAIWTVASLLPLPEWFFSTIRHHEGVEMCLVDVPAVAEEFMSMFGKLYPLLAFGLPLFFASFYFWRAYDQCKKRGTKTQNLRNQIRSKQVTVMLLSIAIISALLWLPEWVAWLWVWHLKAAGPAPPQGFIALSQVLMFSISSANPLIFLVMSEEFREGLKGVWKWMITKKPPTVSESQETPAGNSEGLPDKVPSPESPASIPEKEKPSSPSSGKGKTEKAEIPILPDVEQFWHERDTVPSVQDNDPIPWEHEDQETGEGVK
TEAD-YAP block: TEAD-YAP interaction inhibition, primary screen, TEAD-YAP interaction inhibitor project, luminescence, HEK-TIYL cells; TEAD-Gal4/YAP UAS-luciferase luminescence; inhibition, % at 9.12 µM; hit rate 1.4% among 640,000; AID 1259422, 2018; in the data active = inhibition above about 32%;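 note: 0% = median of test compound wells and 100% = reference inhibitor wells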
MITF inh: MITF inhibitors, primary screen, biochemical, AlphaScreen, human | AlphaScreen MITF homodimerization, bead proximity signal | hit rate 0.91% among 650,000 | inhibition, % at 2.6 µM; in the data active = inhibition above about 50%;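 note: 0% = vehicle wells with protein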
FBW7 activator: FBW7 E3 ligase activators, primary screen, biochemical, AlphaScreen, human; F-box/WD repeat-containing protein 7 (Homo sapiens), Q969H0; AlphaScreen FBW7–phospho-cyclin E peptide binding, activator screen; hit rate 0.13% among 650,000; normalized activity (activation), % at 26.1 µM; AID 1259310, 2017; in the data active = normalized activity above about 1.9%;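 note: purified mutant Fbw7 with reduced substrate affinity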
Target sequence (Q969H0 whole entry, looked up): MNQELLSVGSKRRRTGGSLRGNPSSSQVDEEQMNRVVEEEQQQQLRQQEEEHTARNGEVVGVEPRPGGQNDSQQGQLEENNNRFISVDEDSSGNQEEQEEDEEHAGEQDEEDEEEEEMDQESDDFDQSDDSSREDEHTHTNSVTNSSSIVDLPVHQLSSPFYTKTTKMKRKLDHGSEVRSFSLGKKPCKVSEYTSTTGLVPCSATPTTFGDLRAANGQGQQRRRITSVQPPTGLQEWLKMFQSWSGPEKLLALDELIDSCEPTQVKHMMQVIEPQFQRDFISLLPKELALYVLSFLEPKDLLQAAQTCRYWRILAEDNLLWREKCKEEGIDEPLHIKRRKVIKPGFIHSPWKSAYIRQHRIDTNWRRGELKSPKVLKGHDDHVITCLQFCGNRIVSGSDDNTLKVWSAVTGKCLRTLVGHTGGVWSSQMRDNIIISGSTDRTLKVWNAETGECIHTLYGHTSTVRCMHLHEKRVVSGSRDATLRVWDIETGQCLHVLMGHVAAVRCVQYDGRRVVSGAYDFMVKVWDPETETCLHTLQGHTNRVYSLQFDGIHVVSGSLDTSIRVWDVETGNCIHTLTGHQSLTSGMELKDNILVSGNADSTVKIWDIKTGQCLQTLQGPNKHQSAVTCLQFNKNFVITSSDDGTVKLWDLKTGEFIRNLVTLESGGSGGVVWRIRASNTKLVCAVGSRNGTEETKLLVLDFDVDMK
Numbers without * were called inactive; . = not tested or not shown.

SMILES | GPR151 ag | TEAD-YAP block | MITF inh | FBW7 activator
C/C=C(\C)C(=O)N1CCC(C(Cc2ccccc2C)N(C)C(=O)Cn2cccn2)CC1 (stereo not given) | -0.7 | -6 | -3 | -0.1
N#C/C(=C\c1ccc(N2CCOCC2)o1)C(=O)Nc1ccccc1I | 2.1 | -13 | -1 | 0.0
CCCCOc1ccc(-c2nc(C=Nc3ccc(Br)cc3Br)c(O)o2)cc1 | 0.5 | 6 | -1 | 0.1
COC(=O)C(C)Oc1ccc2c(C)c(Cc3ccccc3)c(=O)oc2c1C (stereo not given) | 0.1 | -11 | -4 | 0.2
CCCCOc1ccc([N+](=O)[O-])cc1C(=O)O | -0.6 | -12 | 12 | 0.6
Nc1ncnc(N/N=C/c2cn(Cc3ccccc3)c3ccccc23)c1[N+](=O)[O-] | 1.6 | -24 | 8 | -0.1
N#Cc1ccccc1OCC(=O)N/N=C/C=C/c1ccc([N+](=O)[O-])cc1 | -0.5 | 8 | 4 | 0.2
COc1ccc(/C=C(\NC(=O)c2ccc(OC)cc2)C(=O)Nc2cccc(C(=O)O)c2)cc1 | 1.2 | 1 | 7 | -0.1
O=C(CNc1cccc2ccccc12)N/N=C/c1c(O)ccc2ccccc12 | -1.4 | 15 | 11 | 0.6
NS(=O)(=O)c1cccc(NC(=O)CSc2nc3ccccc3s2)c1 | -2.8 | -11 | -6 | 0.1
COc1cc(/C=C2\N=C(c3ccc(C)c(C)c3)OC2=O)cc(OC)c1OC | 1.6 | -6 | -6 | -0.1
COc1cccc(NC(=O)CSc2nnc(NC(=O)c3ccccc3Cl)s2)c1 | 1.2 | -29 | 1 | -0.2
Cc1ccc(OCCCC(=O)Nc2ccc([N+](=O)[O-])cc2)cc1 | 1.6 | -1 | 0 | -0.2
CC(C)NS(=O)(=O)c1ccc(Cc2ccc(S(=O)(=O)NC(C)C)cc2)cc1 | 0.7 | 35* | 5 | 0.1
Cc1ccc2c(c1)-c1c(sn(-c3ccc(C)c(Cl)c3)c1=S)C(C)(C)N2C | 0.5 | 7 | 9 | 0.0
CCCCN(CCCC)CCC(O)c1cc2c(Cl)cc(Cl)cc2c2cc(C(F)(F)F)ccc12 (stereo not given) | -0.5 | . | -25 | 0.0
CCN(Cc1ccccc1)C(=O)c1c[nH]c2ccc(S(=O)(=O)N(C)CCC#N)cc2c1=O | 0.3 | -6 | 7 | -0.1
CCN=c1scc(-c2ccc(O)c(C(N)=O)c2)n1/N=C/c1ccccc1F | -0.6 | -46 | 0 | 0.7
CC1(C)Cc2c(sc3nc(SCc4ccccc4)n(Cc4ccccc4)c(=O)c23)CO1 | -0.9 | -2 | 5 | 0.0
Cc1ccc(NC(=O)N2CCCN(Cc3ccccc3F)C2)cc1C | 1.6 | -2 | -5 | -0.1
CN1CCN(c2nc(Nc3ccc(OC(F)(F)F)cc3)nc(OCC(F)(F)F)n2)CC1 | -0.9 | -20 | 2 | 0.1
COc1ccc(CCNC(=O)c2sc3ncn(CC(=O)N4CCCC(C)C4)c(=O)c3c2C)cc1OC (stereo not given) | -1.3 | -15 | -7 | -0.1
COc1ccccc1-c1ccc(OCc2ccccn2)nc1 | -0.3 | -42 | -11 | -0.2
Cc1ccc(S(=O)(=O)N(CC(O)Cn2nc(C)cc2C)c2cccc([N+](=O)[O-])c2)cc1 (stereo not given) | 5.8* | 10 | 7 | -0.1
O=C1NC2(CCN(C(=O)C3CC(=O)N(C4CCCCC4)C3)CC2)Nc2ccccc21 (stereo not given) | 0.7 | -8 | -21 | -0.1
CCCCOc1ccc(/C=C/C(=O)Nc2nccs2)cc1 | 3.5 | -72 | -6 | -0.1
C=CCNc1nc(OC)nc(OC)n1 | 1.2 | -8 | -3 | -0.1
Cc1ccc(N2C(=O)CC(N3CCC(C(N)=O)(N4CCCCC4)CC3)C2=O)cc1Cl (stereo not given) | 0.4 | 0 | -4 | -0.1
Cc1ccc(C2=NS(=O)(=O)N(C)C(C(=O)N3CCN(c4ccc(F)cc4)CC3)=C2)cc1 | 0.4 | -1 | -6 | -0.2
Cc1cc(C)cc(NC(=O)C2CCCN2C(=O)C(C)(C)C)c1 (stereo not given) | -0.8 | 11 | 3 | 0.0
COc1ccc(/C=C(\CC(=O)O)c2nc3ccccc3s2)cc1O | -1.0 | -1 | -8 | 0.7
CC(=O)c1ccc(OCC(O)CN2CCOCC2)cc1 (stereo not given) | 1.0 | 3 | 14 | -0.2
Cc1cc(NS(=O)(=O)c2ccc(NC(=O)c3ccc(S(=O)(=O)N4CCCCCC4)cc3)cc2)no1 | -0.7 | -11 | 0 | -0.1
COc1ccccc1NC(=O)c1c(NC(=O)c2ccccc2Br)sc(-c2ccccc2)c1C | 0.5 | 12 | 18 | 0.1
Cc1ccc2c(CC(=O)NC3=NCCS3)coc2c1 | 0.1 | -1 | 13 | 0.3
NS(=O)(=O)c1ccc(CCNC(=O)c2cn(-c3ccccc3)nc2-c2ccccc2)cc1 | 0.1 | -8 | -6 | -0.1
CCOC(=O)c1sc(-c2ccccc2)cc1NC(=O)c1ccc(S(=O)(=O)N2CCOCC2)cc1 | 2.0 | 3 | -13 | -0.7
COC(=O)c1ccc(N2CCN(CCNC(=O)Nc3ccc(OC)cc3)CC2)cc1 | 0.4 | 22 | -4 | -0.2
O=C(CCC(=O)OCC(=O)c1ccc(Br)cc1)Nc1cccc2cccnc12 | -1.0 | 8 | 12 | 0.5
O=C1c2ccccc2C(=O)N1c1ccc2c3c(cccc13)CC2 | -0.5 | 1 | 2 | -0.1
O=C(NC(c1ccccc1)c1cnccn1)C1CCN(S(=O)(=O)c2ccccc2)CC1 (stereo not given) | 1.0 | 3 | 21 | 0.1
O=[N+]([O-])c1ccc2nonc2c1Nc1ccc(-c2ccccc2)cc1 | -0.2 | 6 | 9 | -0.1
Cc1cccc(NC(=O)CSc2nc3[nH]ncc3c(=O)n2-c2ccccc2)c1 | -0.4 | 13 | 12 | 0.9
COc1ccc(CN2CCN(Cc3ccc(OC)c(C)c3C)C(CCO)C2)c(O)c1 (stereo not given) | -0.8 | 1 | -4 | -0.1
Cc1oc2c(cc(NS(=O)(=O)c3cccc([N+](=O)[O-])c3)c3ccccc32)c1C(=O)OCc1ccccc1 | 1.1 | -27 | 3 | -0.1
CCOC(=O)C1=C(C)N=C(SC)N(C)C1c1ccc(OC)cc1 (stereo not given) | -1.0 | -6 | 1 | -0.2
COc1ccc(Cl)cc1NCc1ccc(C#N)cc1 | -0.9 | -3 | -11 | 0.1
COCCSc1nnc(NC(=O)Cc2ccc(OC)cc2)s1 | 3.0 | 1 | 10 | 0.1
O=C(Cc1ccccc1)Nc1ccc2oc(-c3cc(I)ccc3Cl)nc2c1 | 0.2 | 1 | -2 | 0.1
COc1cc(C2NC(=O)NC(C)=C2[N+](=O)[O-])ccc1O (stereo not given) | -0.4 | 3 | 7 | 0.0

(list continues)
SMILES | GPR151 ag | TEAD-YAP block | MITF inh | FBW7 activator
Nc1nc(SCC(=O)NCC2CCCO2)n[nH]1 (stereo not given) | -1.0 | -1 | 22 | 0.6
O=C(Nc1cc(S(=O)(=O)c2ccc(Cl)cc2)c(O)c2ccccc12)c1ccccc1 | -1.5 | -5 | 9 | 0.4
Cc1cccc(Nc2nc(N3CCOCC3)nc(N3CCOCC3)n2)c1 | 0.4 | -20 | 4 | 0.0
O=C(NCc1ccccc1)C(c1ccccc1)N(CC1CCCO1)C(=O)c1ccccn1 (stereo not given) | 1.6 | -12 | 1 | 0.5
Fc1ccc(-c2sc(Nc3ccc(Br)cc3)nc2C(F)(F)F)cc1 | 1.9 | -2 | -10 | -0.2
CC(=O)N[C@H]1[C@H](Oc2ccc(C(C)(C)C)cc2)O[C@@H]2COC(c3ccccc3)O[C@H]2[C@@H]1O (stereo not given in full) | -1.9 | -4 | 15 | 0.2
COc1ccc(C2=NN(S(=O)(=O)c3ccc(C)cc3)C(c3cccc(OC)c3OC)C2)cc1OC (stereo not given) | -1.0 | -10 | -16 | 0.0
CC(NC(=O)c1ccco1)c1nnc2n1CCN(Cc1cc3c(cc1Cl)OCO3)CC2 (stereo not given) | 0.0 | 5 | 0 | -0.1
COc1ccc(CCn2c(SCC(=O)NCc3ccccc3)nc3ccccc3c2=O)cc1OC | 2.3 | 1 | 3 | 0.0
Cc1noc(C)c1-c1cc(NCc2cccnc2)nc(N)n1 | -0.5 | 1 | 14 | 0.1
CCOc1ccc(/C=N/NC(=O)C(=O)Nc2cc(C)ccc2C)cc1 | 0.8 | -1 | -2 | -0.1
Clc1ccc(-n2nnnc2SCc2cn3ccsc3n2)cc1 | -0.9 | -11 | 1 | -0.2
CCCCNC(CC(=O)Nc1ccccc1CC)C(=O)O (stereo not given) | 1.5 | -7 | 10 | 0.9
COc1ccc(-c2nc3cccc(C)n3c2NCC2CCCO2)cc1O (stereo not given) | 0.2 | -15 | 10 | -0.1
Oc1ccc(C(=S)N2CCOCC2)cc1 | 1.1 | 2 | 11 | -0.6
CC(=O)N/C(=C\c1ccccc1)C(=O)OCC(=O)OC(C)(C)C | -0.4 | -8 | 54* | -0.1
O=S(=O)(Cc1ccccc1)N1CCN(C/C=C/c2ccccc2)CC1 | -0.1 | 3 | 14 | -0.1
Cc1ccc(Cn2cc(C#N)c([N+](=O)[O-])n2)cc1 | 2.7 | -12 | -18 | 0.3
CN(C)c1nc2nonc2nc1N(C)Cc1cnc2ccccn12 | -0.6 | 7 | 0 | 0.0
N#CC(C#N)=CC1=C(N2CCCC2)CCCC1 | 0.1 | 0 | -4 | -0.4
c1cnc(N2CCN(CC3CCCCC3)CC2)nc1 | 0.7 | 3 | 5 | 0.2
O=c1[nH]cnc2ccc3ncccc3c12 | -1.0 | -4 | -6 | 0.0
O=C(Nc1cc(C(F)(F)F)ccc1Cl)C1CCN(c2ccc(C(F)(F)F)cc2[N+](=O)[O-])CC1 | -0.7 | 8 | 3 | -0.1
COC(=O)c1cccc(C(=O)Nc2ccc(C)cc2[N+](=O)[O-])n1 | -1.3 | -15 | 0 | 0.2
CCC1(C)Nc2ccccc2C(=O)N1c1ccc(Cl)cc1 (stereo not given) | -2.9 | -15 | -12 | 0.0
COc1ccccc1CNC(=O)c1cnn2c(C(F)F)cc(C)nc12 | 1.0 | -5 | -10 | -0.1
CC(C)CC(=O)Nc1ccc(NC(=O)CC(C)C)c(Cl)c1 | 0.5 | -13 | 7 | 0.1
CC(OC(=O)c1cc(=O)c2ccccc2o1)C(=O)Nc1cccc(C(F)(F)F)c1 (stereo not given) | -1.6 | -9 | 4 | 0.8
Cc1ccc2nc(N3CCC(C(=O)N4CCC[C@H]4CO)CC3)nc(C)c2c1 | -0.3 | -5 | -2 | 0.0
O=C(NCc1cccs1)C(Cc1ccccc1)NS(=O)(=O)c1cccs1 (stereo not given) | 0.1 | -1 | -18 | 0.0
CC(C)(C)P(=NC(=S)NCc1cccnc1)(c1ccccc1)N1CCOCC1 (stereo not given) | -1.0 | 4 | -18 | 0.1
CC(=O)N1C(=S)NC(=O)/C1=C\c1c(Cl)cccc1Cl | 0.9 | 0 | 22 | 0.2
CCCc1ccc(OCC(=O)N/N=C/c2ccco2)cc1 | -0.2 | 12 | 7 | -0.1
CCS(=O)(=O)N1CCCC(C(=O)NC2CCCC2)C1 (stereo not given) | 0.6 | 2 | 7 | 0.4
CN(C)S(=O)(=O)c1ccc2c3c(cccc13)C(=O)N2C(=O)C1CCCCC1 | -0.9 | -1 | -11 | 0.1
CC(Cc1ccc2c(c1)OCO2)CN1CCc2nc(N3CCCC3)[nH]c(=O)c2C1 (stereo not given) | 0.4 | -3 | 2 | -0.1
Cc1ccc(C(=O)Oc2coc(CSc3nccn3C)cc2=O)cc1C | 1.3 | -11 | -6 | -0.2
C=CCNc1nc2c(C)cccn2c(=O)c1/C=C1\SC(=S)N(Cc2ccccc2)C1=O | 3.5 | -4 | 20 | 0.1

Exported as a markdown table: entries from further up.
| canonical_smiles | GPR151 ag | TEAD-YAP block | MITF inh | FBW7 activator |
| --- | --- | --- | --- | --- |
| CC(C)CC(=O)Nc1ccc(NC(=O)CC(C)C)c(Cl)c1 | 0.5 | -13 | 7 | 0.1 |
| CC(OC(=O)c1cc(=O)c2ccccc2o1)C(=O)Nc1cccc(C(F)(F)F)c1 (stereo not given) | -1.6 | -9 | 4 | 0.8 |
| Cc1ccc2nc(N3CCC(C(=O)N4CCC[C@H]4CO)CC3)nc(C)c2c1 | -0.3 | -5 | -2 | 0.0 |
| O=C(NCc1cccs1)C(Cc1ccccc1)NS(=O)(=O)c1cccs1 (stereo not given) | 0.1 | -1 | -18 | 0.0 |
| CC(C)(C)P(=NC(=S)NCc1cccnc1)(c1ccccc1)N1CCOCC1 (stereo not given) | -1.0 | 4 | -18 | 0.1 |
| CC(=O)N1C(=S)NC(=O)/C1=C\c1c(Cl)cccc1Cl | 0.9 | 0 | 22 | 0.2 |
| CCCc1ccc(OCC(=O)N/N=C/c2ccco2)cc1 | -0.2 | 12 | 7 | -0.1 |
| CCS(=O)(=O)N1CCCC(C(=O)NC2CCCC2)C1 (stereo not given) | 0.6 | 2 | 7 | 0.4 |
| CN(C)S(=O)(=O)c1ccc2c3c(cccc13)C(=O)N2C(=O)C1CCCCC1 | -0.9 | -1 | -11 | 0.1 |
| CC(Cc1ccc2c(c1)OCO2)CN1CCc2nc(N3CCCC3)[nH]c(=O)c2C1 (stereo not given) | 0.4 | -3 | 2 | -0.1 |
| Cc1ccc(C(=O)Oc2coc(CSc3nccn3C)cc2=O)cc1C | 1.3 | -11 | -6 | -0.2 |

Assay outcomes as filed in PubChem BioAssay.
